Compound activity (PubChem)
Rin1-Abl PPI inh = inhibitors of human Rin1-Abl protein interaction; TR-FRET Rin1/Abl binding, biochemical; inhibition, % at 7.35 µM; P00519+Q13671; 360,000 compounds, 0.4% hits; AID 588664; in the data active means inhibition above about 5%, passing the limit was not always enough
Target sequence (P00519 whole entry, looked up): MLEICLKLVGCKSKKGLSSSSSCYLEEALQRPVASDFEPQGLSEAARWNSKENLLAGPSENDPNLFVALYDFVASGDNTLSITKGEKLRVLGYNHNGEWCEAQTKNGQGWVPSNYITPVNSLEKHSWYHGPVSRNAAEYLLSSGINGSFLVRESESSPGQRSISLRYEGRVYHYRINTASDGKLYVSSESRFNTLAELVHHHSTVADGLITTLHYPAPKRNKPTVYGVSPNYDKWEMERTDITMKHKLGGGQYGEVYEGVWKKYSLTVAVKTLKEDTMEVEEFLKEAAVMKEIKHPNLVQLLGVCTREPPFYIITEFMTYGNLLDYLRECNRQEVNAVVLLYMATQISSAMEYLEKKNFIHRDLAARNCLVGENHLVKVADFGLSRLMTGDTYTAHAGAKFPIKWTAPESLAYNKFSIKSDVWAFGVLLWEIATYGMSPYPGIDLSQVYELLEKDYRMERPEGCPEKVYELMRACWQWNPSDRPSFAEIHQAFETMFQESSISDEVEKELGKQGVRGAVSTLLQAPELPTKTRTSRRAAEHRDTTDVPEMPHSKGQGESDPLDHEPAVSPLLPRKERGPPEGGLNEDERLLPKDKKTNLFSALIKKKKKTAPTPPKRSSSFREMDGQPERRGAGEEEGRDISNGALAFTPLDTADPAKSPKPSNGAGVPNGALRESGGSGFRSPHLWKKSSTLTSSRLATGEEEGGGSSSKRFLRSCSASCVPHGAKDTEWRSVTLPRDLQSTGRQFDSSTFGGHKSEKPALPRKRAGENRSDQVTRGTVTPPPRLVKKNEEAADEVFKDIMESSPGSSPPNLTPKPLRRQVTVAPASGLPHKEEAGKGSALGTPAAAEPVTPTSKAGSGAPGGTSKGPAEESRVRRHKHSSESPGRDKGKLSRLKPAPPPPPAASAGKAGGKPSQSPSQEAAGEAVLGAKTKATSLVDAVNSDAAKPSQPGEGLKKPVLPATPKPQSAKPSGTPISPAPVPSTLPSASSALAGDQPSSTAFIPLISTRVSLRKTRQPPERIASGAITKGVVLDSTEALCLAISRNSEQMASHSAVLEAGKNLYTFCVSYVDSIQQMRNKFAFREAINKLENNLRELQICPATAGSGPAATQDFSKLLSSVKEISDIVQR
Target sequence (Q13671 whole entry, looked up): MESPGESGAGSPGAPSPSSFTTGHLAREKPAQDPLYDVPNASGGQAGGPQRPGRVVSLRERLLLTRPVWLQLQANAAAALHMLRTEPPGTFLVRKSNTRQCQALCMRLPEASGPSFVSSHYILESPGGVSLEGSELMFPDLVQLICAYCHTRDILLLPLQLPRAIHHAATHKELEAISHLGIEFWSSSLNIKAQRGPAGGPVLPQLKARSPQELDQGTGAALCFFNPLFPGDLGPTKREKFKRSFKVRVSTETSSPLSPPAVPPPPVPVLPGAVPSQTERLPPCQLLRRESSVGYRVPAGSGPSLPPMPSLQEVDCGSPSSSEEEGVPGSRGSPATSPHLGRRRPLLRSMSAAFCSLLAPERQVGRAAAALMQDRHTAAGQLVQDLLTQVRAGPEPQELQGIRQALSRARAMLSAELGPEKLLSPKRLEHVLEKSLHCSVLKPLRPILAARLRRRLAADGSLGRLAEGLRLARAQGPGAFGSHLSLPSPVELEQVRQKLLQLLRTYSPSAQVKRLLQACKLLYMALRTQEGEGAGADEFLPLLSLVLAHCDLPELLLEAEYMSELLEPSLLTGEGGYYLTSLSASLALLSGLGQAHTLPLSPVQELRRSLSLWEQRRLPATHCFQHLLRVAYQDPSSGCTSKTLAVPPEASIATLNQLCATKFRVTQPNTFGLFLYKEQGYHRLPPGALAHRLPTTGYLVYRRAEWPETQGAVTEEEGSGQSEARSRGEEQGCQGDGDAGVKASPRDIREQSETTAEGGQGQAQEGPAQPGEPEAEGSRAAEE
Neddylation inh = cullin neddylation inhibition; calls only at 25 µM; 360,000 compounds, 0.58% hits; P61081+Q13564; TR-FRET cullin neddylation, biochemical; in the data active means inhibition above about 36%
CendR NRP1 mod = modulators of CendR peptide binding to human neuropilin-1; O14786; FAM-RPARPAR peptide binding to NRP-1, fluorescence polarization; inhibition, % at 25 µM; 360,000 compounds, 0.85% hits; AID 602438;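 active means inhibition or corrected inhibition above about 18%, plus a signal ratio from 0.5 to 1.5, limit read from the data, passing the limit was not always enough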; further: strong numbers were not always called active
FAS-TE inh = FAS thioesterase (human) inhibition; P49327; recombinant FAS-TE, OMFH fluorogenic substrate, fluorescence endpoint; inhibition, % at 15 µM; 360,000 compounds, 0.67% hits;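 active means compounds whose normalised, plate-corrected inhibition of enzyme fluorescence in the single-dose primary screen is 50% or more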;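 further: 0% = DMSO with enzyme and 100% = substrate without enzyme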
bovine MsrA act = activators of bovine methionine sulfoxide reductase A | activation, % at 10.6 µM | purified bovine MsrA, absorbance read-out | 360,000 compounds, 0.3% hits; in the data active means activation above about 7.5%;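 further: 0% = vehicle and 100% = reference activator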
PABP1 MLLE inh = inhibitors of microRNA-mediated deadenylation, human PABP1 MLLE binding | P11940 | GST-MLLE / FITC-PAM2 fluorescence polarization | inhibition, % at 20 µM | 360,000 compounds, 0.36% hits | AID 588489; in the data active means inhibition above about 35%, passing the limit was not always enough;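 further: plate controls were DMSO wells with GST-MLLE for no effect and wells lacking GST-MLLE protein for full effect; some results filed as inactive read as strong as hits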
MT1-MMP act inh = MT1-MMP (human) activation inhibition; HT1080 RFP-PRO-GFP cells, GFP/RFP ratio fluorescence, overnight; percent of plate control window, DMSO zero; GFP/RFP ratio change, % at 20 µM; 360,000 compounds, 0.061% hits; AID 651647;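 active means GFP/RFP ratio change of at least 30% with cell ATP level not reduced by more than half and red fluorescence within 50% of control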; further: strong numbers were not always called active
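Assay system: HT1080 RFP-PRO-GFP cells | Dosing: 20 µM single dose, 1% DMSO | Incubation: Cells overnight before dosing, compound overnight, 37 °C, 5% CO2 | Evaluation: GFP/RFP fluorescence ratio | Control set: DMSO-only wells and HT1080 RFP-L50D-GFP cell wells as references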
SKN-1 inh = blocks SKN-1 activity in C. elegans; C. elegans VP596 Pgst-4::GFP/RFP ratio, acrylamide-induced, 24 h; inhibition, % at 21.8 µM; 360,000 compounds, 0.49% hits; AID 624304;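 active means interference check ratio from 0.5 to 1.5 plus GFP to RFP signal ratio inhibition reaching or exceeding a fixed threshold, cut at about 30% in these data, passing the limit was not always enough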; further: some compounds called inactive have numbers as strong as hits
eLon inh = inhibits E. coli Lon protease. purified E. coli Lon protease, fluorescence polarization. inhibition, % at 7.94 µM. 360,000 compounds, 0.42% hits. AID 602123; in the data active means inhibition above about 13%, passing the limit was not always enough;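 further: 0% = enzyme with probe and DMSO and 100% = no enzyme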
* = called active by the depositor; i = inactive; . = not tested or not shown; + = active, no number.

Letters: A = Rin1-Abl PPI inh; B = Neddylation inh; C = CendR NRP1 mod; D = FAS-TE inh; E = bovine MsrA act; F = PABP1 MLLE inh; G = MT1-MMP act inh; H = SKN-1 inh; I = eLon inh
> Cc1cccc(CN2C(=O)N/C(=C/c3cc(C)n(-c4cc(C)ccn4)c3C)C2=O)c1
  A: 1	B: i	C: -12	D: 8	E: -3	F: -8	G: -1	H: -1	I: -4
> COc1ccc(/C=N/NC(=O)c2cccc([N+](=O)[O-])c2)cc1OC(=O)c1ccccc1
  A: -1	B: i	C: 4	D: 16	E: -4	F: 2	G: 1	H: -15	I: -12
> CC[C@H](C)C1OC(=O)[C@@H](C)[C@@H](CC)NC(=O)[C@H](C)N(C)C(=O)C(C)(C)C(=O)C(C)NC(=O)[C@H](Cc2ccc(OC)cc2)N(C)C(=O)[C@H](C(C)C)N(C)C(=O)CNC(=O)[C@H](CC(C)C)N(C)C(=O)CNC1=O (some centres undefined)
  A: 2	B: i	C: -7	D: -9	E: 3	F: -14	G: -8	H: -5	I: 0
> c1ccc(-c2nnnc3ccccc23)cc1
  A: 0	B: i	C: 11	D: -8	E: 1	F: 7	G: 1	H: -6	I: -17
> Cc1ccc(C)c(NC(=O)/C(C#N)=C/c2cn(CC(=O)NCc3ccco3)c3ccccc23)c1
  A: -2	B: .	C: -12	D: -2	E: 1	F: -14	G: -8	H: 4	I: 6
> OC(c1ccc(F)cc1)c1ncc(-c2ccc3ccccc3c2)[nH]1 (centres undefined)
  A: -6	B: i	C: 5	D: 5	E: 0	F: 9	G: 5	H: 9	I: -3
> c1cnc2ccc(-c3ccc4ncccc4c3)cc2c1
  A: 0	B: +	C: -6	D: 0	E: -8	F: 11	G: -4	H: 74*	I: 0
> COc1cccc(CN2CCNC(=O)C2CC(=O)NCc2cn3ccc(C)cc3n2)c1OC (centres undefined)
  A: 1	B: i	C: 5	D: -11	E: -13	F: -19	G: -6	H: -16	I: 1
> CCOc1ccc(NC(=O)c2ccc(F)cc2F)cc1
  A: 2	B: i	C: 2	D: -7	E: -2	F: -6	G: -2	H: 6	I: -1
> O=C(Nc1nnc(Cc2ccccc2)s1)Nc1ccccc1F
  A: -1	B: i	C: 4	D: -2	E: -3	F: 16	G: 2	H: 6	I: -15
> O=C(COc1ccccc1)NCC(=O)Nc1cccc2ccccc12
  A: 0	B: i	C: -7	D: 1	E: -6	F: -5	G: 0	H: -3	I: 0
> CCc1cccc(NC(=O)CCc2c(C)nn(-c3ccc(N4CCOCC4)nn3)c2C)c1
  A: 6	B: i	C: 32*	D: -5	E: 3	F: 3	G: 2	H: 15	I: -6
> C=CCN(CC(=O)c1sc(C(=O)OCC)nc1C)c1cccc(Br)c1
  A: -1	B: i	C: 21	D: 30	E: -7	F: -13	G: -1	H: -17	I: -2
> C=CCn1cc(/C=N/Nc2nc3ccccc3[nH]2)c2ccccc21
  A: -3	B: i	C: 12	D: -38	E: -1	F: -43	G: 6	H: 4	I: 1
> Cn1c(SCC(=O)NCC2CCCO2)nnc1-c1ccc(S(=O)(=O)N2CCCC2)cc1 (centres undefined)
  A: 2	B: i	C: -3	D: -8	E: -1	F: -22	G: -3	H: 5	I: 2
> CCOc1ccc(NC(=O)COc2ccc(C(=O)N3CCC(C(N)=O)CC3)cc2OC)cc1
  A: -1	B: i	C: -7	D: -8	E: -3	F: 1	G: 3	H: 1	I: -8
> O=C(c1ccccc1)N1CCCC(c2nc3c(nnn3Cc3ccccc3)c(=O)[nH]2)C1 (centres undefined)
  A: 1	B: i	C: 0	D: -2	E: -9	F: -3	G: -3	H: -4	I: 5
> COc1ccccc1Nc1nc(N)nc(CN2CCOCC2)n1
  A: 1	B: i	C: 7	D: -7	E: -2	F: -3	G: 1	H: 9	I: -3
> N#CCc1ccc(OC(=O)c2ccncc2)cc1
  A: -2	B: i	C: 4	D: -3	E: -2	F: 4	G: 0	H: -5	I: -4
> O=C(C[n+]1cccc(C(=O)N/N=C/c2ccc(Br)cc2)c1)c1ccccc1
  A: 2	B: i	C: -20	D: 3	E: -5	F: 7	G: -7	H: -11	I: -3
> CC(C(=O)Nc1ccc2c(c1)OCCO2)N(C)Cc1c(F)cccc1Cl (centres undefined)
  A: -1	B: i	C: 7	D: 18	E: -3	F: -5	G: 3	H: 1	I: 0
> CCCCC1(CC)COC(c2ccccc2)OC1 (centres undefined)
  A: -4	B: i	C: -3	D: 3	E: -1	F: -16	G: 1	H: 3	I: 1
> Cc1ccccc1C(=O)Oc1cc(N)n(S(=O)(=O)c2ccccc2)n1
  A: 3	B: i	C: 11	D: 14	E: -3	F: 10	G: -1	H: 0	I: 9
> CSc1ccccc1NC(=O)CN(C)C(=O)CCc1c[nH]c2ccccc12
  A: -2	B: i	C: -1	D: 0	E: -1	F: 0	G: 5	H: 5	I: -2
> O=C(N/N=C/c1ccc2c(c1)OCO2)/C(=C/c1ccc2c(c1)OCO2)NC(=O)c1ccccc1
  A: -2	B: i	C: 11	D: 7	E: -1	F: 5	G: 0	H: 0	I: 10
> COc1ccc(C2SCC(=O)N2c2ccccc2)cc1 (centres undefined)
  A: -4	B: i	C: -8	D: -4	E: 0	F: -6	G: 5	H: -12	I: -6
> CCOc1ccccc1N(CC(=O)NCCOC)C(=O)CCC(=O)Nc1ccccn1
  A: -2	B: i	C: 10	D: -6	E: -4	F: 14	G: -4	H: -8	I: -3
> CCc1nc2ccc(C(=O)NCc3ccc4c(c3)OCO4)cn2c1N(CC)CCOC
  A: 1	B: i	C: -2	D: -2	E: -1	F: -17	G: 11	H: 1	I: -7
> Cc1ccc(-c2noc(CN(C(=O)c3cccc(Br)c3)C(C)C)n2)cc1
  A: -1	B: i	C: -8	D: 30	E: 1	F: -8	G: 2	H: 5	I: 11
> Cc1ccc(-c2cc(C(=O)N3CC(C)CC(C)C3)c3ccccc3n2)o1 (centres undefined)
  A: 3	B: i	C: -10	D: 1	E: -6	F: 8	G: -6	H: 0	I: -5
> O=C(Nc1ccccc1Br)C1CC(=O)N(c2ccc3c4c(cccc24)CC3)C1 (centres undefined)
  A: 0	B: i	C: 38*	D: 10	E: -12	F: -48	G: 0	H: -10	I: -4
> O=C(Cc1ccccc1F)Nc1ccccc1-c1ccccc1
  A: 1	B: i	C: 8	D: 4	E: -3	F: -4	G: 4	H: 5	I: 1
> CC1(C)C[C@@H]1C(=O)N/C(=C\CCCCSC[C@H](N)C(=O)O)C(=O)O
  A: 0	B: i	C: 17	D: 1	E: -1	F: 5	G: -3	H: 3	I: 3
> COc1ccc(/C=C/C(=O)OCC(=O)NC2CCCC2)cc1OC
  A: -2	B: i	C: -11	D: -5	E: -1	F: -3	G: 1	H: 8	I: -6
> CCOC(=O)C1CCCN(Cc2ccc(OCc3ccccc3)c(OC)c2)C1 (centres undefined)
  A: 3	B: i	C: 4	D: 7	E: 1	F: -7	G: 3	H: 5	I: -4
> O=C(c1ccc2c(c1)OCCCO2)N1CCCCC1
  A: -3	B: i	C: 6	D: -5	E: -3	F: -7	G: 3	H: -7	I: 10
> O=S(=O)(NCCCc1ccccc1)c1ccccc1
  A: 0	B: i	C: -6	D: -3	E: -3	F: 2	G: -1	H: -8	I: -2
> COc1cccc(C2c3[nH]c4ccccc4c3CCN2Cc2cccn2-c2ncccn2)c1 (centres undefined)
  A: -2	B: i	C: -12	D: 34	E: -4	F: -10	G: -4	H: 15	I: -4
> CNC(=O)COC(=O)/C=C/c1c(C)nn(-c2ccccc2)c1C
  A: 0	B: i	C: -7	D: -12	E: -5	F: -6	G: 0	H: 19	I: 3
> O=C(CN1C(=O)NC2(CCCCCC2)C1=O)NCc1ccc(F)cc1
  A: 1	B: i	C: 0	D: -4	E: 2	F: -5	G: -2	H: 8	I: 0
> CCN(CC)C(=O)[C@H]1CC(CC(=O)NC(C)(C)C)C(=O)N2CCc3c([nH]c4ccc(OC)cc34)[C@]12C (some centres undefined)
  A: -1	B: i	C: 10	D: -9	E: -10	F: 7	G: 1	H: -4	I: -4
> CC1(C)CC(=O)C(C=Nc2ccccc2C(=O)O)=C(O)C1
  A: -3	B: i	C: 4	D: -8	E: -4	F: 0	G: -3	H: 6	I: -3
> Cc1cc(C)c2c(=O)n3c(nc2c1)C(C)NC(=O)c1cccnc1-3 (centres undefined)
  A: -2	B: i	C: -15	D: -6	E: -4	F: -8	G: 1	H: -7	I: -4
> COC(=O)CN1C(=O)N/C(=C/c2cc3c(cc2OC)OCO3)C1=O
  A: -1	B: i	C: -5	D: -2	E: -2	F: 8	G: 0	H: -4	I: -1
> O=C(COC(=O)c1cnccn1)NCCc1ccc(Cl)cc1Cl
  A: -2	B: i	C: 0	D: -2	E: -6	F: -9	G: 2	H: -10	I: -11
> CCOC(=O)N1CCN(C(=O)CSc2nnc(-c3cccs3)o2)CC1
  A: 3	B: i	C: -6	D: -5	E: -5	F: -20	G: 1	H: 3	I: 3
> O=C(Cn1c(=O)sc2ccccc21)NCc1ccccn1
  A: 2	B: i	C: -12	D: -6	E: -7	F: 19	G: 5	H: 7	I: 1
> COC(=O)NNC(=S)NCc1ccc(C)cc1
  A: -6	B: i	C: -4	D: -8	E: 0	F: -99	G: 1	H: 1	I: -5
> COc1ccc(-c2c(C#N)c(N)nc3c2c(=O)n(C)c(=O)n3C)cc1
  A: 0	B: i	C: -9	D: 4	E: -2	F: -2	G: 3	H: -7	I: -3
